High-throughput results from PubChem.
G9a inh: qHTS Assay for Inhibitors of Histone Lysine Methyltransferase G9a; Histone-lysine N-methyltransferase EHMT2 (Homo sapiens), Q96KQ7; G9a H3K9 monomethylation, AlphaScreen, 2 h; Potency, µM (doses to about 102 µM), without a hit: at the highest dose activity, negative = inhibition, most hits filed as inhibitors; 8.8% of 350,000 active; AID 504332, 2011; also: potency is read from the fitted curve at half-maximal effect; % is scaled to controls: 0 for no effect and ±100 for the full control effect; nearly all actives have a fitted effect of over 75% in size
Target sequence (Q96KQ7 913-1193 limits assumed): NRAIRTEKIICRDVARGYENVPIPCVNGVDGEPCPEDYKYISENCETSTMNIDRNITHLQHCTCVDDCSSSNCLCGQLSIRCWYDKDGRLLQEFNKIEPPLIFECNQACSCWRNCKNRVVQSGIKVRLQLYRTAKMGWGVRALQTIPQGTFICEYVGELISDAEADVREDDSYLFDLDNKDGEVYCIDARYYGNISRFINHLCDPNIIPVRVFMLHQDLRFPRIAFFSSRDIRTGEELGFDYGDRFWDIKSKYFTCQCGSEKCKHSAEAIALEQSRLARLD
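G9a (20 nM) was preincubated 15 min with compound, then reacted 2 h at room temperature with 500 nM biotin-H3K9 peptide and 20 µM SAM. Monomethyl-H3K9 detected by AlphaScreen using anti-H3K9me1 antibody.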
BAZ2B block: qHTS Assay for Inhibitors of BAZ2B; Bromodomain adjacent to zinc finger domain protein 2B (Homo sapiens), Q9UIF8; AlphaScreen BAZ2B-H3K14Ac peptide displacement; Potency, µM (titrated, usually from 114 µM), without a hit: at the highest dose activity change, negative = inhibition, most hits filed as inhibitors; 4.4% of 360,000 active; AID 504333, 2011; also: potency is read from the fitted curve at half-maximal effect; % is scaled to controls: 0 for no effect and ±100 for the full control effect; nearly all actives have a fitted effect of over 60% in size
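Inhibition is scored as reduced AlphaScreen emission. The BAZ2B/b-H3(5-23)K14Ac complex (50 nM each) in PBS pH 7.4, 0.01% Tween-20 meets compound (up to 110 uM) for 30 min at RT before bead addition.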
JMJD2A Tudor: qHTS Assay for Inhibitors of JMJD2A-Tudor Domain; AlphaScreen JMJD2A-Tudor / H3K4me3 peptide binding; Lysine-specific demethylase 4A (Homo sapiens), O75164; Potency, µM (titrated, usually from 114 µM), for the others: at the highest dose activity change, negative = inhibition, actives largely listed as inhibitors; 4.4% of 390,000 active; also: potency is read from the fitted curve at half-maximal effect; % is scaled to controls: 0 for no effect and ±100 for the full control effect; nearly all actives have a fitted effect of over 50% in size
PI4K2A block: qHTS for small molecular inhibitors of PI4K2A | activity change, negative = inhibition, % at 76.9 µM | 0.13% of 420,000 active | Phosphatidylinositol 4-kinase type 2-alpha (Homo sapiens), Q9BTU6 | purified PI4K2A, ADP-Glo luminescence, 1 h; stronger effect = lower value | AID 1346378, 2018; in the data active = activity change below about -50%; inconclusive = mostly about -30% to -49%;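 also: -100% = wells without enzyme as full effect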
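In this quantitative HTS, ADP production by PI4K2A was quantified luminescently after 1 h at ambient temperature; 100 microM adenosine served as plate-quality control.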
Pin1 inh: qHTS Assay to Find Inhibitors of Pin1; Pin1 FP peptide displacement, HiFluor488, 10 min; Potency, µM (highest dose often 115 µM), for inactives: at the top dose activity, negative = inhibition, actives largely listed as inhibitors; 0.009% of 390,000 active; AID 504891, 2011; active = well fitted inhibition curve with a large enough effect in the polarisation, with a control signal flat, not every such curve was filed as active; inconclusive = small, poorly fitted or top-dose-only effect, or effect the other way, or a change in a side signal; inactive = no such curve, though single readings can be large or run the other way; the % refers to the polarisation; also: potency is read from the fitted curve at half-maximal effect; % is scaled to controls: 0 for no effect and ±100 for the full control effect
Target sequence (Q13526 whole entry, looked up): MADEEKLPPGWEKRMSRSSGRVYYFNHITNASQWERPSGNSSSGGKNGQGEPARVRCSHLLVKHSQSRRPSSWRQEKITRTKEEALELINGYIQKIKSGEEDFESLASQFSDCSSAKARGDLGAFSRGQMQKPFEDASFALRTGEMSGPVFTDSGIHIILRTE
ERG-DNA inh: qHTS for Small Molecule Inhibitors of the ERG Ets/DNA interaction; Transcriptional regulator ERG (Homo sapiens), P11308; fluorescence polarization, His-ERG Ets domain / labelled DNA; Potency, µM (doses to about 76.9 µM), for the others: at the highest dose FP activity, negative = inhibition, most hits filed as inhibitors; 0.028% of 370,000 active; active = well fitted inhibition curve with a large enough effect in the polarisation, with a control signal flat; inconclusive = small, poorly fitted or top-dose-only effect, or effect the other way, or a change in a side signal; inactive = no such curve, though single readings can be large or run the other way; the % refers to the polarisation;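 also: polarization taken with two DNA probes labelled with fluorescein and Texas red; potency is read from the fitted curve at half-maximal effect; % of control where 0% means no effect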
Target sequence (P11308 whole entry, looked up, the tested form may be a part): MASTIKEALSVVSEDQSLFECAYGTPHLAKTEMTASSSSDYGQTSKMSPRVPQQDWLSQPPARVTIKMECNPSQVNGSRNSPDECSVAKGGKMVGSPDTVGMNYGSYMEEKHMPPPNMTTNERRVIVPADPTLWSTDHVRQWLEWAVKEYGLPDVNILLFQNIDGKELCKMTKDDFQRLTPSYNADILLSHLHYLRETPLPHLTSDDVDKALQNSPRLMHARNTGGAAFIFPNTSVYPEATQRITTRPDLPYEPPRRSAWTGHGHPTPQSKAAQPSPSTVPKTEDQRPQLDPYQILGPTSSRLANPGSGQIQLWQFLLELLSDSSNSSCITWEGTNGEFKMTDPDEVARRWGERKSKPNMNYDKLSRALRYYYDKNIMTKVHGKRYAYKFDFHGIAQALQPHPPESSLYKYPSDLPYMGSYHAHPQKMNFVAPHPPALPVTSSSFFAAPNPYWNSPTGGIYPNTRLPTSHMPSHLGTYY
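His-tagged ERG Ets domain (1 uM in the protein solution; 300mM KCl, 50mM Tris-HCl, 1mM EDTA, 1mM DTT, pH 7.5) received compound, then a probe mix of 5 nM fluorescein-DNA and 100nM Texas-615-DNA. Fluorescence polarization was read for both dyes.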
GLS inhibitor: qHTS for Inhibitors of Glutaminase (GLS) | Glutaminase kidney isoform, mitochondrial (Homo sapiens), O94925 | GLS enzymatic activity, qHTS titration | Potency, µM (titrated, usually from 45.5 µM), without a hit: top-dose activity change, negative = inhibition, usual class: inhibitors | 0.21% of 410,000 active | AID 624170, 2012; also: potency is read from the fitted curve at half-maximal effect; % is scaled to controls: 0 for no effect and ±100 for the full control effect
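hKGA in 45 mM KH2PO4 (pH 8.2), 0.02% Tween-20 with compound, then 1mM L-Glutamine (stock as added) plus glutamate oxidase/HRP/Amplex red coupling mix. Fluorescence read initially and after 30 min at RT; signal change reflects glutamate formation.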
HP1b chromo inh: HTS for Inhibitors of HP1-beta Chromodomain Interactions with Methylated Histone Tails; Chromobox protein homolog 1 (Homo sapiens), P83916; AlphaScreen HP1-beta / biotin-H3K9me3 peptide binding; Potency, µM (highest dose often 114 µM), for inactives: at the highest dose activity change, negative = inhibition, usual class: inhibitors; 0.56% of 390,000 active; AID 540317, 2011; also: potency is read from the fitted curve at half-maximal effect; nearly all actives have a fitted effect of over 70% in size; inactives centre near 23
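Compound inhibition of the preformed complex between 50 nM HP1-beta and 50 nM biotinylated H3K9me3 peptide was read by AlphaScreen. Buffer was PBS pH 7.4 with 0.01% Tween-20. Incubations ran 30 min at room temperature, with 10 ug/mL donor/acceptor beads.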
PGK inhibitor: qHTS Assay to Find Inhibitors of Phosphoglycerate Kinase; Phosphoglycerate kinase, glycosomal (Trypanosoma brucei brucei), P07378; PGK/GAPDH coupled, Kinase-Glo luminescence, 60 min; Potency, µM (top dose mostly 57.5 µM), inactives show at the highest dose activity change, negative = inhibition, usual class: inhibitors; 0.043% of 380,000 active; AID 602233, 2012; also: potency is read from the fitted curve at half-maximal effect; % is scaled to controls: 0 for no effect and ±100 for the full control effect; nearly all actives have a fitted effect of over 60% in size
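Luminescent ATP detection (Kinase-Glo Plus) follows a 60-minute room-temperature incubation, with wells lacking PGK as controls. Buffer: 100 mM TEA (pH 7.6), 5 mM MgCl2, 0.01% Tween-20. Coupling enzyme GAPDH (100 nM final) supplies unstable 1,3-BPG in-well.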
* = called active by the depositor; i = inactive; ? = inconclusive; · = no result given; & = joins results of further samples; [ ] = remark or other dose. Unless noted, calls follow the shape of the dose curve; as a rule, active = well fitted curve in the direction sought with a large enough effect; inconclusive = small, poorly fitted or top-dose-only effect, or another doubt; inactive = no such curve, though single readings can be large; an effect the other way counts as inactive or inconclusive.

GLS inhibitor,G9a inh,ERG-DNA inh,molecule,PI4K2A block,PGK inhibitor,JMJD2A Tudor,HP1b chromo inh,Pin1 inh,BAZ2B block
0%,1%[59 µM],5%,COc1cccc(/C=C/C(=O)OCC(=O)NCC2CCCO2)c1 (stereo unspecified),0,-9%,-11%,32%,-3%,6%
-5%,3%[2.33 µM],4%,COc1ccc2[nH]cc(C(=O)CN3CC(C)CC(C)C3)c2c1 (stereo unspecified),-12,-10%,0%,19%,10%,-2%
-14%,18%[59 µM],12%,O=C(N1CCOCC1)N1CCN(S(=O)(=O)c2ccc(Cl)cc2)C1,0,-9%,5%,18%,0%,0%
-5%,11%,-13%,O=C(O)/C=C(\Oc1ccccc1)C1(O)CCCCC1,4,i,9%,56%[activator],2%,-15%
-1%,-2%[59 µM],1%,Cc1ccc2[nH]c(CSc3nnc(NC(=O)c4ccc(Cl)cc4)s3)cc(=O)c2c1,8,-3%,-11%,12%[57 µM],8%,8%
-3%,8%[59 µM],-8%,CCCCOc1ccc(CNC(=O)CCCN2C(=O)CSc3c2c(C)nn3-c2ccccc2)cc1,-1,3%,-27%,13%,?,-18%
-7%,19%[59 µM],-3%,Cc1ccccc1NC(=O)C1CCN(C(=O)NC2CCCCC2)CC1,17,i,1%,17%,-3%,8%
3%,·,1%,COC(=O)c1ccc(Nc2ncnc3c2cnn3-c2cccc(C)c2)cc1,-2,-5%,-16%,42%[activator],0%,1%
-3%,·,2%,CCCCn1c(N)c(N(CCOC)C(=O)CCNC(=O)c2ccccc2Cl)c(=O)[nH]c1=O,-1,-9%,-9%,39%[activator],-14%,-4%
-11%,-5%,8%,O=S(=O)(c1ccccc1F)N1CCN(CCc2ccccc2)CC1,4,i,-2%,28%,-2%,5%

Some entries already given, limited to HP1b chromo inh:
SMILES	HP1b chromo inh
COc1cccc(/C=C/C(=O)OCC(=O)NCC2CCCO2)c1 (stereo unspecified)	32%
O=C(N1CCOCC1)N1CCN(S(=O)(=O)c2ccc(Cl)cc2)C1	18%
COC(=O)c1ccc(Nc2ncnc3c2cnn3-c2cccc(C)c2)cc1	42%[activator]
O=C(O)/C=C(\Oc1ccccc1)C1(O)CCCCC1	56%[activator]
Cc1ccccc1NC(=O)C1CCN(C(=O)NC2CCCCC2)CC1	17%

More entries follow.
GLS inhibitor,G9a inh,ERG-DNA inh,molecule,PI4K2A block,PGK inhibitor,JMJD2A Tudor,HP1b chromo inh,Pin1 inh,BAZ2B block
-6%,?,-3%,COc1cccc(OC)c1C(=O)Nc1cc(Cl)ccc1N1CCOCC1,-4,3%,-20%,4%,2%,12%
-3%,-2%,-1%,Cn1cnc([N+](=O)[O-])c1SCC(O)CN1CCCCC1 (stereo unspecified),-4,-1%,-14%,25%,-2%,-18%
-1%&-15%,-10%,-1%&0%,O=C(CSc1nc2c([nH]c3ccccc32)c(=O)n1-c1ccccc1)N1CCOCC1,5&-10,4%&-9%,-5%&-3%,42%[activator],10%&-1%,7%&3%
11%,18%,-1%,CCOCCCNc1nc2c(c(=O)n(C)c(=O)n2C)n1CCCc1ccccc1,1,2%,-7%,12%,6%,6%
-5%,-7%[12.7 µM],-9%[15.4 µM],Cc1cc(C)c(NC(=O)CSCc2c(C)noc2C)c(C)c1,-3,0%,-2%,41%[activator],-6%,-3%
3%,?,-4%,CSCCC(NS(=O)(=O)c1ccc2c(c1)c(=O)n(C)c(=O)n2C)C(=O)NC1CCN(Cc2ccccc2)CC1 (stereo unspecified),3,i,-2%,26%,1%,12%
-5%,0%[59 µM],6%,CCN(C(=O)CN1CCN(C)CC1)c1c(N)n(Cc2ccccc2)c(=O)[nH]c1=O,5,-5%,-10%,13%,-1%,-2%
-4%,21%,·,CC1=CC(C)(C)N(S(=O)(=O)c2ccc(C)cc2)c2cc(C)ccc21,1,-3%,16%,62%[activator],-2%,?
8%,·,-8%,O=C(c1cc(COc2cccc(C(F)(F)F)c2)on1)N1CCc2ccccc2C1,1,-7%,43%[activator],73%[activator],8%,·
-6%,-7%,-8%,O=C(O)c1ccc(C(=O)O)c(C(=O)c2ccc(NC(=O)c3ccccc3)cc2)c1,0,i,-5%,44%[activator],-3%,6%

Three entries out of the list, arranged by molar mass, rising:
GLS inhibitor,G9a inh,ERG-DNA inh,molecule,PI4K2A block,PGK inhibitor,JMJD2A Tudor,HP1b chromo inh,Pin1 inh,BAZ2B block
-6%,-7%,-8%,O=C(O)c1ccc(C(=O)O)c(C(=O)c2ccc(NC(=O)c3ccccc3)cc2)c1,0,i,-5%,44%[activator],-3%,6%
11%,18%,-1%,CCOCCCNc1nc2c(c(=O)n(C)c(=O)n2C)n1CCCc1ccccc1,1,2%,-7%,12%,6%,6%
-1%&-15%,-10%,-1%&0%,O=C(CSc1nc2c([nH]c3ccccc32)c(=O)n1-c1ccccc1)N1CCOCC1,5&-10,4%&-9%,-5%&-3%,42%[activator],10%&-1%,7%&3%

Other records follow:
GLS inhibitor,G9a inh,ERG-DNA inh,molecule,PI4K2A block,PGK inhibitor,JMJD2A Tudor,HP1b chromo inh,Pin1 inh,BAZ2B block
4%,-5%[12.7 µM],·,CCOc1cccc(NC(=O)C2CC(=O)N(C)C2)c1 (stereo unspecified),-4,·,-10%,20%,-3%,3%
-11%,3%[59 µM],-9%,CC1C2Cn3c(nc4ccccc43)C1N(C(C)C)O2 (stereo unspecified),2,i,-4%,38%[activator],3%,-14%
6%,·,-6%,CC(C)Cn1c(=O)c(C(=O)Nc2ccncc2)c(O)c2ccccc21,-4,1%,-11%,51%[activator],-11%,·
30%[activator],-13%[59 µM],1%,COc1ccc(-c2cc(=O)c3c(O)c(OC)c(O)cc3o2)cc1,-7,5%,-26%,17%,?,-19%
7%,1%,-4%,O=C(O)c1ccccc1CSc1ccccn1,1,0%,8%,49%[activator],3%,-12%
1%,-9%[12.7 µM],·,CC1=C(C)CC2C(=O)N(Cc3ccccc3)C(=O)C2C1 (stereo unspecified),0,-10%,6%,9%,1%,4%
7%,?,1%,CN1CCN(c2ncc3c(n2)CCN(Cc2ccccc2Cl)C3)CC1,-2,4%,79µM*,-10%,1%,?
2%,·,-9%,Cc1onc(-c2ccccc2)c1C(=O)Nc1ccc(NC(=O)c2c(-c3ccccc3)noc2C)cc1,-1,2%,-1%,30%,0%,·
9%,-3%,-10%,Cc1ccc(C2=NNC(=O)C(c3c[nH]c4ccccc34)C2)cc1 (stereo unspecified),-4,-7%,-14%,30%,1%,19%
4%,69%[activator],-1%,C[C@@H]1C(c2ccc(F)cc2)=NN(c2ccccc2)[C@H]1C(=O)N1CCOC1=O,2,11%,30%,83%[activator],?,·
2%,-45%,-12%,CC(C)(C)c1ccc(C(CC(=O)O)NC(=O)c2ccccc2F)cc1 (stereo unspecified),-1,5%,-21%,30%,1%,6%
3%,-9%[2.33 µM],?,CCOc1ccc(-c2nnc(NC(=O)Cc3cc(OC)c(OC)c(OC)c3)o2)cc1,3,-2%,28µM*,36%,-3%,22µM*
-7%,22%,-5%,CCCCN(Cc1cc2ccccc2[nH]c1=O)S(=O)(=O)c1ccc(C)cc1,-1,1%,-12%,43%[activator],?,-34%
1%,22%[59 µM],15%,CCOC(=O)NC(NCc1ccccc1)(C(F)(F)F)C(F)(F)F,1,i,-11%,39%[activator],1%,-3%
-15%,19%,-11%,CC(C)(C)c1cc2cccnc2n1Cc1ccccc1,9,-6%,-6%[11.4 µM],12%,-5%,-3%
15%,8%[59 µM],6%,Cc1nnsc1C(=O)Nc1ccccc1Cl,-1,-5%,-6%,3%,1%,-3%
0%,?,-7%,CN(C)c1ccc(S(=O)(=O)N2CCCCC2)cc1NC(=O)COc1ccccc1F,-17,-7%,-21%,22%,0%,-22%
-2%,5%[59 µM],-2%,O=C(COc1ccc(-n2cnnn2)cc1)NCCc1ccc(F)cc1,-4,-8%,-20%,61%[activator],?,9%
-3%,·,-1%,Cc1ccc(CC(=O)c2ccc(Cl)cc2)cc1,6,9%,34%,60%[activator],0%,6%
7%,-21%[59 µM],4%,FC(F)Oc1ccccc1NC(=S)NCc1ccco1,2,-2%,-20%,-19%,1%,-2%
-3%,-1%,-4%,Cn1ccnc1SCC(=O)Nc1cccc([N+](=O)[O-])c1,2,-1%,8%,28%,-9%,-22%

Structures listed so far printed as active in BAZ2B block.
GLS inhibitor,G9a inh,ERG-DNA inh,molecule,PI4K2A block,PGK inhibitor,JMJD2A Tudor,HP1b chromo inh,Pin1 inh,BAZ2B block
3%,-9%[2.33 µM],?,CCOc1ccc(-c2nnc(NC(=O)Cc3cc(OC)c(OC)c(OC)c3)o2)cc1,3,-2%,28µM*,36%,-3%,22µM*

Rows were taken by chance. Share with any hit: about 11%.
